Assay outcomes deposited in PubChem BioAssay by The Scripps Research Institute Molecular Screening Center.
OX1R antag-1: blocks the human orexin 1 receptor | O43613 | OX1R-expressing cells, FRET antagonist read-out | inhibition, % at 6.6 µM | 330,000 tested, 1.8% active | AID 485270; in the data active = inhibition mostly above about 38%, no sharp cut-off; inactive = mostly below about 40%;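 note: 0% = agonist challenge alone and 100% = reference antagonist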
Target sequence (O43613 whole entry, looked up): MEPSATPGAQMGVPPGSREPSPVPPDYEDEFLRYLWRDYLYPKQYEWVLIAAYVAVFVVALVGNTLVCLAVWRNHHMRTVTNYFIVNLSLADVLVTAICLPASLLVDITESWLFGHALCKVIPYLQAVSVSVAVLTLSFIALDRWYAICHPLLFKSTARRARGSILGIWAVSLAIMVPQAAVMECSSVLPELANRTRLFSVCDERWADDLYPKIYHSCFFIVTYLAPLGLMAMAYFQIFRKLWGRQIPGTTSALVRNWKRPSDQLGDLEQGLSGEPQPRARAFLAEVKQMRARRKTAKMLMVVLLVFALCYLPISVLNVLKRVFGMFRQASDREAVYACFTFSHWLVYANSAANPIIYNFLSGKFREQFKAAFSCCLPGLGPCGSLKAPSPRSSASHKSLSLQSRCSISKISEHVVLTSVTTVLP
OX1R antag-2: human HCRTR1 antagonism | inhibition, % at 5 µM | CHO/OX1R cells, Fluo-8 calcium fluorescence, orexin A | O43613 | AID 434989 | 330,000 tested, 0.43% active;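 active = inhibition above its plate's threshold, mean inhibition of all tested compounds on the plate plus 3 SD, cut at about 37% in these data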;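 note: 0% = orexin A challenge wells and 100% = SB-334867-A antagonist wells; not every result past the cut was called active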
An asterisk follows results filed as active.

SMILES	OX1R antag-1	OX1R antag-2
Cc1ccc(NC(=O)CCNS(=O)(=O)c2cccc3nsnc23)cc1F	25	-20
Cc1cc(OCC(=O)NCC(c2cccs2)N2CCOCC2)ccc1C(C)C (configuration not stated)	22	-27
Cc1ccc(OCc2nc3ccccc3[nH]2)cc1	16	-25
COCCCC1CCN(Cc2nc(-c3ccccc3)no2)CC1	12	-7
CC(=O)c1cc2c(cc1NC(=O)CCc1ccccc1)OCO2	43	-30
CC(=O)c1cccc(OCC(=O)c2cc(C)n(-c3cc(C)on3)c2C)c1	54	-16
Cc1cc(SCC(=O)c2ccc(Cl)cc2)nc(=O)[nH]1	11	-12
CCOC(=O)N1CCN(C(=O)CN2C(=O)NC(C)(c3ccc4ccccc4c3)C2=O)CC1 (configuration not stated)	7	-22
CCN(CC)CCOC(=O)c1ccc(NC(=O)c2cccc(C)c2[N+](=O)[O-])cc1	11	-15
NC[C@H](Cc1ccccc1)NCCc1cc(C(F)(F)F)cc(C(F)(F)F)c1	4	-7
Cc1ccc(CNC(=O)C2CCCN(S(=O)(=O)c3ccc(-n4cnnn4)cc3)C2)cc1 (configuration not stated)	9	-9
Cc1ccc2c(COC(=O)CNC(=O)c3ccccc3)cc(=O)oc2c1	15	-9
CCOC(=O)N1CCN(CC(=O)Nc2ccc(C)cc2)CC1	-3	9
N#Cc1cc(C(=O)c2ccccc2O)cn(-c2ccc(Cl)cc2)c1=O	10	-27
Cc1ccc(C(=O)CCC(=O)OC(C)C(=O)NC2CCCCC2C)cc1 (configuration not stated)	6	-21
N#Cc1ccc(CSc2nnc(-c3ccncc3)n2CCc2ccccc2)cc1	47	-15
CCN(CC)C(=O)CCCSc1nnc(Nc2ccccc2F)s1	18	-34
CC(=O)Nc1ccc(SC[C@H](c2ccccc2)N2CCN(CCc3ccccc3)CCC2=O)cc1	34	-31
O=C(NC(Nc1ncc(S(=O)(=O)c2ccc([N+](=O)[O-])cc2)s1)(C(F)(F)F)C(F)(F)F)c1ccc(Cl)cc1	120*	38
Cc1nc(C)c(C(=O)OCC(=O)NCCc2ccc(S(N)(=O)=O)cc2)s1	7	-6
CCCN1CCN(C(=O)c2oc3c(Cl)cccc3c2C)CC1	12	-20
Cc1nn2c(=O)c(NC(=O)c3ccc(F)cc3)cnc2s1	19	-14
O=C(CN1C2=NCCN2c2ccccc21)c1ccc2c(c1)OCO2	9	-20
Cc1csc2sc(-c3ccnc(SCC(=O)NCc4ccccc4)n3)c(C)c12	25	-30
CC(=O)N1CCC2(CC1)C(C#N)=C(N)Oc1n[nH]c(C(F)(F)F)c12	8	-14

Carrying on:
SMILES	OX1R antag-1	OX1R antag-2
O=C(O)c1ccc(Nc2cccc(F)c2)c([N+](=O)[O-])c1	26	-4
COc1ccc(NC(=O)CCCNC(=O)Cn2cnc3sc(C)c(C)c3c2=O)cc1Cl	5	-8
Cc1c(C(=O)Nc2ccc(S(=O)(=O)Nc3ncccn3)cc2)oc2ccc(Cl)cc12	17	-17
Cc1cccc(-c2noc(C(C)NC(=O)c3ccco3)n2)c1 (configuration not stated)	10	-51
CN(Cc1cccnc1)Cc1cn(C)nc1-c1ccc(Oc2ccccc2)cc1	14	-44
O=c1oc(CCO)cc2ccc(Br)cc12	1	2
COC(=O)Cc1ccc(NC(=S)NCc2ccc(Cl)cc2)cc1	9	-8
Cc1ccc(S(=O)(=O)N2CCCCC2)c(C)c1NS(C)(=O)=O	6	-18
CCOc1ccc2nc(N(CCN(C)C)C(=O)c3cc4ccccc4cc3OC)sc2c1	20	-13
C=CCn1c(SCC(=O)N2CCOCC2)nc2sc(C)c(C)c2c1=O	24	-20
CCc1ccc(OCC(O)CN2CCN(c3ccccn3)CC2)cc1 (configuration not stated)	8	-17
CCCc1nc(SCC(=O)Nc2ccccc2OC)c2c(=O)n(C)c(=O)n(C)c2n1	9	-25
CC(C)c1ccc(NC2CCCN(C(=O)C3=NN(C)C(=O)CC3)C2)cc1 (configuration not stated)	2	-20
Cc1cc(NCc2ccccc2Cl)n2nnnc2n1	-1	-10
CN(CC(=O)Nc1c(Cl)cccc1Cl)C(=O)CCNS(=O)(=O)c1ccccc1C(F)(F)F	10	-9
COc1ccc(N(CC(=O)O)S(=O)(=O)c2cccnc2)cc1	24	-3
Cc1ccccc1-c1noc(CNC(=O)COc2ccccc2)n1	34	-6
O=C1c2cccc3cccc(c23)N1Cc1cccc(F)c1	16	-13
Cc1ccn2c(=O)nc(SCC(=O)N3CCCC3)nc2c1	20	-11
N/C(CN1CCCC1=O)=N\OC(=O)c1ccc(Cl)cc1	4	-1
Cc1c(CC(Cl)(Cl)Cl)c2c(n1O)CC(C)(C)CC2=O	39	3
O=C(COc1ccc(Cl)cc1)NCCSCc1cccc(Cl)c1	11	-21
O=C(N/N=C/c1cc(Br)c(O)c([N+](=O)[O-])c1)C(O)(c1ccccc1)c1ccccc1	28	-26
Nc1cc(-c2ccccc2)nn1S(=O)(=O)c1ccc(Br)cc1	16	-30
Cc1ccc(C(=O)NC(Cc2ccc(C(C)(C)C)cc2)C(=O)O)cc1 (configuration not stated)	27	-2

Next section:
SMILES	OX1R antag-1	OX1R antag-2
O=C(NCC1CCCO1)c1ccc2c(c1)N(Cc1ccc(F)cc1Cl)C(=O)CS2 (configuration not stated)	15	-34
COC(=O)CCC(=O)Nc1ccc(OC)cc1	24	-17
CC(C)(C)OC(=O)C[C@H]1C/C=C\C[C@H](CC(=O)N[C@H](CO)Cc2ccccc2)C(=O)N[C@@H](Cc2ccccc2)COC1=O	8	-24
COCCn1c(C)cc(C(=O)COC(=O)c2cc3c(s2)CCC3)c1C	19	-27
CC(C)c1ccc(NC(=O)c2ccc(NS(C)(=O)=O)cc2)cc1	6	-7
N#Cc1cc([N+](=O)[O-])ccc1NC(=O)COC(=O)CC1CCCC1	27	-13
O=C(COC(=O)CCC(=O)c1cccs1)NCc1ccccc1	4	-2
CCOc1ccc(OCC)c(S(=O)(=O)NCc2cccnc2)c1	29	-27
COc1cccc(-n2nnnc2SCC(=O)Nc2ccc(OC)cc2OC)c1	39	-8
CCOc1ccc(-n2cc(C(=O)NC(C)C)c3cc(OC)c(OC)cc3c2=O)cc1	12	-29
COc1ccc(/C=N/NC(=O)c2c(C)nc3ccc(Br)cn23)cc1OC	7	-11
CCc1ccccc1NNC(=O)c1snnc1C	5	-25
COc1ccc(S(=O)(=O)N2CCN(C(=S)NCCc3ccccc3)CC2)cc1	15	-11
CC12CN3CC(C)(CN(C1)C3c1cc3ccccc3[nH]1)C2=O (configuration not stated)	26	-28
CN1CCN(c2ccc(Cl)cc2NC(=O)/C=C/c2cccc(F)c2)CC1	0	-10
COc1cc(CN(C)CCc2ccccc2)ccc1OCc1ccccc1	7	-21
Cc1cc(C)nc(-n2nc(C)cc2NC(=O)C(C)C)n1	8	-12
CC(C)C[C@H]1CN=C(Nc2ccccc2)N1CC(C)C	38	-20
C=CCSc1nnc(-c2cc(Br)ccc2N)c(=O)[nH]1	28	5
COc1ccc(S(=O)(=O)N2CCOCC2)cc1NC(=O)COC(=O)C1CC1C (configuration not stated)	-1	-12
Cn1c(=O)c2c(SCc3ccccc3)nc(C3CC3)nc2n(C)c1=O	5	-8
COc1ccc(NC(=O)C2=C(C)C(=O)OC23CCC(C)CC3)c(OC)c1 (configuration not stated)	4	-30
CC1CCCC(NC(=O)CSc2ccc(F)cc2)C1C (configuration not stated)	-2	-36
Cc1sc(N/N=C/C=C/c2ccccc2)nc1-c1ccccc1	16	-23
COc1ccc(CCNC(=O)c2noc(C)c2[N+](=O)[O-])cc1OC	7	-2

Further records follow:
SMILES	OX1R antag-1	OX1R antag-2
O=C(NC(=S)N1CCCC1)c1ccccc1	16	6
Cc1cccc(NC(=O)CC2NCCNC2=O)c1 (configuration not stated)	-10	-4
ONC(=Nc1ccc(Cl)cc1)c1ccc(Cl)cc1	-1	-40
O=C(CC1SC(N2CCCCC2)=NC1=O)Nc1cccc(C(=O)NCc2ccccc2)c1 (configuration not stated)	9	-24
CC(OC(=O)c1cccc(S(=O)(=O)N2CCCC2)c1)C(=O)c1ccccc1 (configuration not stated)	15	-39
CC(CCc1ccccc1)NC(=O)CCNS(=O)(=O)c1ccccc1 (configuration not stated)	12	-20
CC(=O)Nc1ccccc1NC(=O)COc1cccc2ccccc12	11	-2
CC(C)(C)CC(=O)Nc1cccc2c1CCCC2	14	-3
COc1cc2c(cc1OC)CN(CC(=O)NC(=O)NC1CCCCC1)CC2	15	-8
CC(C)(C)NC(=O)c1ccc2c(c1)N(CC(=O)N1CCCCC1)C(=O)C(C)(C)O2	25	-19
O=C(CN(C(=O)Cn1nnc(-c2cccs2)n1)c1cnc2ccccc2c1)NCC1CCCO1 (configuration not stated)	27	-13
CCn1c(SCC(=O)Nc2oc(-c3ccccc3)c(-c3ccccc3)c2C#N)nnc1-c1cc(OC)cc(OC)c1	6	-33
O=C(O)c1cnc(-c2ccccc2)nc1-c1ccccc1	62*	3
COCCOC(=O)C1=C(C)NC2=C(C(=O)CC(C)(C)C2)C1c1ccc2c(c1)OCO2 (configuration not stated)	22	-4
Cc1ccc(C)c(N(C)S(=O)(=O)c2ccc3[nH]cc(C(=O)NCCN4CCOCC4)c(=O)c3c2)c1	10	-33
Cc1nc(N)nc(COc2ccccc2)n1	7	-3
COc1ccc(CNS(=O)(=O)c2cc(-c3cc(C)no3)ccc2C(C)C)cc1	22	-7
CN(C)S(=O)(=O)c1ccc(S(=O)(=O)NC2CCOC(C)(C)C2)cc1 (configuration not stated)	6	-2
O=C(Nc1ccc(F)cc1)NC1(C(=O)NCc2ccco2)CCCCC1	9	-11
CCCN(CC(=O)Nc1ccccc1C)C(=O)c1ccc(C(=O)c2ccccc2)cc1	22	-12
O=C(OCC(=O)c1cccs1)c1ccccc1	12	-8
O=C1CCCC/C1=C/Nc1ccc(S(=O)(=O)Nc2ncccn2)cc1	28	-8
CCOc1ccc(N2Cc3ncccc3C2=O)cc1	-1	-4
Cc1ccc(S(=O)(=O)n2nc(C)cc2N)cc1	11	-14
CCOc1ccc(C(=O)C(C)OC(=O)C2CCN(c3ccc(C(F)(F)F)cn3)CC2)cc1 (configuration not stated)	20	-28

(list continues)
SMILES	OX1R antag-1	OX1R antag-2
O=C(O)c1cccc(S(=O)(=O)NCCc2ccccc2)c1	12	-10
CCCc1nnc(NC(=O)CCC(=O)N2CCN(c3ccccn3)CC2)s1	2	-20
COc1cccc(-c2csc3ncnc(Sc4nnnn4C)c23)c1	9	-7
COC(=O)c1ccc(Oc2c(C)oc3c(CN4CCN(C)CC4)c(O)ccc3c2=O)cc1	2	-3
CC(C)(C)c1ccc(NC(=O)c2ccccc2)c([N+](=O)[O-])c1	16	-59
O=C(N/N=C/C(Cl)=C/c1ccccc1)c1ccccc1F	27	1
CCOC(=O)c1sc(-c2ccc(Br)cc2)cc1N	10	-20
O=C(CNC(=O)c1ccc(Cl)cc1Cl)OCC(=O)c1ccc2c(c1)OCCO2	15	-14
O=S(=O)(Nc1ccc2cn[nH]c2c1)c1cc(Br)ccc1Br	5	-22
C/C(N)=C(/C#N)C(=O)CSc1nc2ccccc2c(=O)n1Cc1ccc(C)cc1	21	-10
Nc1nc2c3ccccc3nc(Cc3ccccc3)n2n1	4	1
CCOc1cc([N+](=O)[O-])cc2c1C(=O)Nc1ccccc1O2	12	-10
COc1cccc(CNC(=O)Cn2c(=O)oc3cc(S(=O)(=O)N4CCCCC4)ccc32)c1	16	15
C=C1SC(=Nc2c(C)cc(C)cc2C)N(C(=O)c2sc3ccccc3c2Cl)C12CCCCC2	5	-13
Cc1cc(SCC(=O)N/N=C/c2ccc(O)c(O)c2)c(C)cc1Br	21	3
CC(C)(C)NC(=O)C(=O)NCc1ccccn1	13	0
CCOC(=O)c1[nH]c2ccc(F)cc2c1NC(=O)CCN1CCOCC1	13	3
CC(=O)c1c(C(C)=O)c(C)n(C2CCCCC2)c1C	4	-15
O=C(c1ccc2c(=O)n(Cc3ccc4c(c3)OCO4)c(=O)[nH]c2c1)N1CCN(c2ccccc2)CC1	-1	5
COC(=O)C1=CN(C)C=C(C(=O)OC)C1c1ccc(O)c(OC)c1	5	-10
COc1ccc(C2CC(c3cccs3)=NN2C(=O)CSc2nncn2C)cc1OC (configuration not stated)	15	-14
CCOC(=O)c1cc(C)nc(S(C)(=O)=O)c1C#N	3	17
Cc1c(Cl)ccc2sc(NC(=O)c3ccco3)nc12	9	-11
O=C1c2ccccc2NC(c2ccccc2)N1NS(=O)(=O)c1ccccc1 (configuration not stated)	14	-6
